Screens deposited in PubChem BioAssay by several laboratories.
Lipid droplet: hepatic lipid droplet formation modulation | AML12 mouse hepatocytes, oleate lipid droplets, BODIPY imaging | inhibition, % at 6.5 µM | actives 0.4% (n = 240,000);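 active means lipid droplet intensity inhibited by at least 50%, with more than 500 cells counted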
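Assay system: AML12 mouse liver cells | Compound dosing: One dose, 6.5 µM compound | Read-out basis: Droplet intensity reduction, % inhibition | Measured by: Fluorescence imaging, 20x objective, two fields per well | Schedule: Overnight treatment with compound plus oleate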
CSM14.1 death rescue: protection against thapsigargin-triggered cell killing – 384-well, CSM14.1, ATP luminescence, primary screen (AID 1222); CSM14.1 thapsigargin-induced death rescue, ATP luminescence; higher % means a stronger effect; cellular ATP content (survival), % at 20 µM; hits with a dose series show EC50 in µM; 190,000 tested, under 10 active;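 active means EC50 below 50 µM in the dose-response confirmation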;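 further: death triggered by thapsigargin at about 15 µM added after 2 h compound pretreatment; cell ATP read after overnight thapsigargin exposure of roughly 18 to 22 hours; normalized against plate controls of thapsigargin alone and 5% DMSO vehicle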
HEK293 NOD2/NF-kB: NOD2 signaling inhibitors, cell-based, luminescence, uHTS, HEK293 (AID 1566). HEK293 NOD2/NF-kB luciferase reporter, luminescence; higher % means a stronger effect. inhibition, % at 4 µM; hits with a dose series show EC50 in µM. actives 0.63% (n = 290,000); further: many of its hits are not listed in these tables
M17LAP inhibition: P. falciparum M17LAP inhibitors, primary screen, biochemical, fluorogenic H-Leu-NHMec substrate, 1536-well (AID 1619) | recombinant M17LAP, H-Leu-NHMec fluorogenic kinetic assay; higher % means a stronger effect | one-dose inhibition, % at 30 µM; IC50 in µM for titrated hits | actives 0.38% (n = 220,000);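 active means compound inhibiting the enzyme by more than half at any dose during confirmatory dose-response retesting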;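 further: plate controls were full reaction with DMSO carrier for no effect and no enzyme background for full effect; strong numbers were not always called active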
AID2073: disruptors of CaV2.2 binding to Mint1 – biochemical, HTRF (AID 2073). actives 0.19% (n = 290,000). inhibition, % at 20 µM; hits with a dose series show IC50 in µM. HTRF protein-protein interaction, Mint1-CaV2.2; higher % means a stronger effect; in the data active means inhibition mostly above about 51%, no sharp cut-off; further: some results filed as inactive read as strong as hits
M1AAP inhibition: malaria alanyl aminopeptidase activity blockers – biochemical, fluorogenic H-Leu-NHMec substrate, 1536-well (AID 1445). recombinant M1AAP, H-Leu-NHMec fluorogenic kinetic assay; higher % means a stronger effect. inhibition, % at 30 µM, or IC50 in µM where a hit was titrated. actives 0.42% (n = 220,000);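 active means primary inhibition above the hit cutoff, then over 50% inhibition at one or more dose response concentrations, cut at about 23% in these data, passing the limit was not always enough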;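 further: plate controls were DMSO full reaction for no effect and no enzyme background for full effect; strong numbers were not always called active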
LYP inhibition: PTPN22 lymphoid phosphatase activity blockers – biochemical, fluorescence intensity, uHTS (AID 1779) | actives 0.054% (n = 290,000) | recombinant LYP phosphatase, fluorescence intensity; higher % means a stronger effect | inhibition, % at 11.5 µM; hits with a dose series show IC50 in µM;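 further: plate controls were vehicle with enzyme for no effect and no enzyme for full effect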
SIAH1 antagonists: Siah-1 peptide-binding antagonists, primary screen, biochemical, fluorescence polarization, rhodamine-plectin, uHTS (AID 1817). Siah-1 / rhodamine-plectin peptide fluorescence polarization; higher % means a stronger effect. one-dose displacement, % at 20 µM; IC50 in µM for titrated hits. actives 0.02% (n = 290,000);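 active means displacement of at least 50% at 20 µM, with a fluorescence ratio check between 0.3 and a set limit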;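 further: plate controls were Siah plus tracer with DMSO for no effect and tracer alone without Siah for full effect; strong numbers were not always called active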
XIAP displacement: small molecules displacing peptide from XIAP – biochemical, IAP family, fluorescence polarization (AID 1018); actives 0.007% (n = 200,000); XIAP BIR domain, fluorescence polarization peptide displacement; higher % means a stronger effect; displacement, % at 20 µM, or IC50 in µM where a hit was titrated; in the data active means displacement above about 50%; further: a part of the inactive calls stands beside numbers as strong as those of hits
Lipid droplet cells 6.5 µM: further read-out of Lipid droplet, marked with its call; cell count; measured here: cell count, cytotoxicity flag;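 cells counted across two imaged fields per well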
* = called active by the depositor; . = no result given. Unless noted, no stated cut-off is given here; in the data, active means inhibition above about 50%; inactive means the rest. A portion of the library; count on the stated rates, not on these rows.

SMILES | Lipid droplet | Lipid droplet cells 6.5 µM | CSM14.1 death rescue | HEK293 NOD2/NF-kB | M17LAP inhibition | AID2073 | M1AAP inhibition | LYP inhibition | SIAH1 antagonists | XIAP displacement
CC(=O)N1CCN(S(=O)(=O)c2c(F)cc(F)c(Cl)c2F)CC1 | 1 | 638 | -2.3% | 14% | 2% | 4% | 8% | -9% | 2% | -7.0%
CCOC(=O)c1cc(NC(=O)NC2CCCCC2)c(C)nc1C | 14 | 806 | . | 3% | . | 9% | . | -13% | -7% | .
CC(C)Oc1ccccc1C1CC(=O)Nc2cc3c(cc21)OCCO3 (stereo not drawn) | -156 | 394 | 0.2% | -8% | -6% | 9% | 4% | -7% | 3% | -5.8%
O=C1C2CC=CCC2C(=O)N1c1n[nH]c(CCc2ccccc2)n1 (stereo not drawn) | -2 | 800 | -1.4% | 0% | 19% | 1% | -4% | -8% | 0% | -1.8%
Cc1cccc(C(=O)NNC(=O)c2ccc(O)cc2)c1 | -1 | 807 | . | 3% | . | 10% | . | -8% | 1% | .
Cc1cccc(C)c1NC(=O)N1C2CCCC1CC(NC(=O)C(C)(C)C)C2 (stereo not drawn) | . | . | -1.2% | 0% | 13% | 4% | 12% | 2% | 1% | -1.6%
Cc1ccc(-n2c(SCc3nc4ccccc4c(=O)[nH]3)nnc2-c2ccccc2O)cc1 | -8 | 630 | -0.9% | 18% | 34% | -5% | 0% | -9% | 0% | -3.2%
CCn1ncc(C2=NOC(C(=O)NCc3ccc(OC)cc3)C2)c1C (stereo not drawn) | . | . | -2.3% | 2% | 13% | -1% | -5% | -9% | -3% | -2.2%
O=C(/C=C/c1ccc(Cl)c([N+](=O)[O-])c1)c1ccc(O)cc1 | -14 | 691 | . | -22% | 5% | -5% | 11% | -2% | 1% | .
CC(C)N(C(=O)Cc1ccccc1[N+](=O)[O-])C(C)C | 21 | 723 | 0.2% | 18% | 5% | 6% | 0% | -9% | 2% | -1.6%
COc1ccc(-c2nnn(CC(=O)c3c[nH]c4ccccc34)n2)cc1OC | 1 | 728 | 1.5% | 4% | -5% | 6% | 1% | -6% | 1% | -4.7%
CC(C)(C)[C@H]1C=C(C(=O)N2CCN(Cc3ccc4c(c3)OCO4)CC2)O[C@@H](OCCCCO)C1 | -2 | 686 | -0.1% | -4% | -3% | -11% | 8% | -7% | -7% | -7.5%
Cc1ccc(CC2CC(=O)N(c3cc(C)on3)C2=O)cc1 (stereo not drawn) | . | . | -0.2% | 10% | 0% | -5% | 1% | -3% | -3% | -6.9%
CCN1CCCC1CNC(=O)C1CCN(C(=O)c2cc3sccc3n2Cc2ccc(F)cc2)CC1 (stereo not drawn) | -24 | 729 | -2.1% | -8% | 0% | 5% | 2% | -9% | -2% | -2.9%
Cc1ccc(C(=O)N/C(=C/c2cccs2)C(=O)NCc2ccco2)cc1 | 5 | 578 | 2.0% | 2% | 11% | -5% | 6% | -3% | 3% | -3.0%
O=C(c1ccc(CNc2c(NC3CCCCC3)c(=O)c2=O)cc1)N1CCc2ccccc21 | . | . | -2.0% | -23% | 10% | -2% | -1% | 5% | -6% | -3.4%
COC(=O)c1ccc(C(=O)OC)c(NC(=O)CN2CCN(c3ccc(OC)cc3)CC2)c1 | -2 | 737 | 4.2% | 10% | 3% | 8% | 7% | -9% | 4% | -4.4%
CCN(CC)CCNC(=O)C(=O)NCC1OCCN1S(=O)(=O)c1cccs1 (stereo not drawn) | 8 | 685 | . | 7% | . | 7% | . | -15% | -2% | .
CCOc1ccccc1NC(=O)c1nc[nH]c1C(=O)Nc1ccccc1OCC | . | . | -0.4% | 5% | -5% | -4% | 11% | -3% | -4% | -4.1%
C=CCOC(=O)C1=C(C)Nc2[nH]c(=O)[nH]c(=O)c2C1c1cccc(OC)c1 (stereo not drawn) | -4 | 739 | 5.8% | 5% | 8% | 21% | 1% | -5% | 24% | -1.2%

Entries from the list above with nitrogen in an aromatic ring:
SMILES | Lipid droplet | Lipid droplet cells 6.5 µM | CSM14.1 death rescue | HEK293 NOD2/NF-kB | M17LAP inhibition | AID2073 | M1AAP inhibition | LYP inhibition | SIAH1 antagonists | XIAP displacement
CCOC(=O)c1cc(NC(=O)NC2CCCCC2)c(C)nc1C | 14 | 806 | . | 3% | . | 9% | . | -13% | -7% | .
O=C1C2CC=CCC2C(=O)N1c1n[nH]c(CCc2ccccc2)n1 (stereo not drawn) | -2 | 800 | -1.4% | 0% | 19% | 1% | -4% | -8% | 0% | -1.8%
Cc1ccc(-n2c(SCc3nc4ccccc4c(=O)[nH]3)nnc2-c2ccccc2O)cc1 | -8 | 630 | -0.9% | 18% | 34% | -5% | 0% | -9% | 0% | -3.2%
CCn1ncc(C2=NOC(C(=O)NCc3ccc(OC)cc3)C2)c1C (stereo not drawn) | . | . | -2.3% | 2% | 13% | -1% | -5% | -9% | -3% | -2.2%
COc1ccc(-c2nnn(CC(=O)c3c[nH]c4ccccc34)n2)cc1OC | 1 | 728 | 1.5% | 4% | -5% | 6% | 1% | -6% | 1% | -4.7%
Cc1ccc(CC2CC(=O)N(c3cc(C)on3)C2=O)cc1 (stereo not drawn) | . | . | -0.2% | 10% | 0% | -5% | 1% | -3% | -3% | -6.9%
CCN1CCCC1CNC(=O)C1CCN(C(=O)c2cc3sccc3n2Cc2ccc(F)cc2)CC1 (stereo not drawn) | -24 | 729 | -2.1% | -8% | 0% | 5% | 2% | -9% | -2% | -2.9%
CCOc1ccccc1NC(=O)c1nc[nH]c1C(=O)Nc1ccccc1OCC | . | . | -0.4% | 5% | -5% | -4% | 11% | -3% | -4% | -4.1%
C=CCOC(=O)C1=C(C)Nc2[nH]c(=O)[nH]c(=O)c2C1c1cccc(OC)c1 (stereo not drawn) | -4 | 739 | 5.8% | 5% | 8% | 21% | 1% | -5% | 24% | -1.2%

Look-ups from the results shown.
Reading of Cc1cccc(C)c1NC(=O)N1C2CCCC1CC(NC(=O)C(C)(C)C)C2 (stereo not drawn) under M17LAP inhibition: 13%
Reading of Cc1ccc(-n2c(SCc3nc4ccccc4c(=O)[nH]3)nnc2-c2ccccc2O)cc1 under AID2073: -5%

Going on with the list:
SMILES | Lipid droplet | Lipid droplet cells 6.5 µM | CSM14.1 death rescue | HEK293 NOD2/NF-kB | M17LAP inhibition | AID2073 | M1AAP inhibition | LYP inhibition | SIAH1 antagonists | XIAP displacement
O=c1c2ccccc2nnn1Cc1ccccc1Cl | -3 | 591 | -0.8% | 5% | -7% | 0% | -3% | -6% | 9% | -2.7%
CCN1C(=O)/C(=C2/C=CC=CN2C)SC1=S | 1 | 773 | -3.3% | -1% | 16% | 25% | 1% | 6% | -1% | -3.1%
CCCCCC(=O)Nc1cccc(C2=NOC3(C2)C[C@H](C(N)=O)N(C(=O)CC)C3)c1 (stereo partly drawn) | . | . | . | 9% | -1% | 24% | 4% | -9% | 14% | .
Cc1ccc(S(=O)(=O)N2CCOCC2)cc1NC(=O)COC(=O)CCn1c(C)csc1=O | -4 | 682 | . | 7% | . | 6% | . | -7% | -3% | .
COc1cccc(NC(=S)NC2CC(C)(C)NC(C)(C)C2)c1 | 20 | 601 | -1.0% | -2% | -1% | 15% | 1% | -2% | 10% | 0.0%
CCn1c(CCn2ccnc2C)n[nH]c1=S | 4 | 612 | -2.3% | 2% | 0% | -14% | 5% | -2% | 4% | -4.5%
COc1cc(/C=C/C(=O)OCC(=O)NCc2ccco2)ccc1OCC#N | 18 | 714 | -2.7% | -12% | -1% | -1% | 2% | -1% | 0% | -12%
O=C(NCCc1ccccc1)C(=O)Nc1ccc2c(c1)OCCO2 | 5 | 704 | 0.8% | -44% | -6% | 7% | -5% | -5% | 1% | -7.6%
CCCCC1(C(=O)OCC)CC(CSC(=N)N)OC1=O (stereo not drawn) | 3 | 622 | 2.6% | 26% | 7% | -14% | 3% | -6% | 0% | -7.9%
Cc1oc(C(=O)O)cc1COc1ccccc1Cl | 6 | 737 | -3.9% | -6% | 0% | 13% | 12% | 2% | 3% | -13%
O=C(CN1CCOCC1)Nc1ccc(Br)cc1 | . | . | . | -6% | . | 4% | . | -8% | 0% | .
Cc1nccn1-c1ccc(C(F)(F)F)cc1NC=O | . | . | 2.0% | -4% | -11% | -10% | 0% | 1% | 4% | -1.7%
